Bioassay records from PubChem BioAssay.
TGFb SMAD3 inh: qHTS for Inhibitors of TGF-b; HepG2 CAGA-GFP TGF-b/SMAD3 reporter, GFP fluorescence, 18 h; TGF-beta stimulated, 500 pg/mL final; Potency, µM (top dose mostly 46.1 µM), for the others: at the top dose activity, negative = inhibition, hits mostly inhibitors; 410,000 tested, 1.2% active; also: potency is read from the fitted curve at half-maximal effect; % is scaled to controls: 0 for no effect and ±100 for the full control effect; nearly all actives have a fitted effect of over 65% in size
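First, reporter cells (HEPG2 CAGA-GFP) rested 2 h at 37 degrees C. Next, compounds were pinned in and TGF-beta added to 500 pg/mL final. After 18 h, GFP was imaged per cell and summed per well.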
IL1B secr inh: qHTS for Inhibitors of Inflammasome Signaling: IL-1-beta AlphaLISA Primary Screen; THP-1 LPS/ATP IL-1B secretion, AlphaLISA, 16 h; active compounds read low; activity change, % at 57.5 µM; 360,000 tested, 4.7% active; AID 743279, 2014; in the data active = activity change below about -50%; inconclusive = mostly about -30% to -49%; also: % is scaled to controls: 0 for no effect and ±100 for the full control effect
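THP-1 cells pretreated 1 hr with compounds (up to 57.5 uM final), then stimulated with LPS (250 ng/mL final) plus ATP (1.25 mM final); secreted IL-1B measured by AlphaLISA after 16 hr, decreased signal indicating inhibition.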
A549 tox: Nrf2 qHTS screen for inhibitors: counterscreen for cytotoxicity; Potency, µM (top dose mostly 46 µM), for inactives: at the highest dose activity change, negative = cytotoxicity, actives largely listed as inhibitors; AID 504648, 2011; A549 ARE-Fluc cells, CellTiter-Fluor viability, 18-24 h; 390,000 tested, 0.16% active; also: potency is read from the fitted curve at half-maximal effect; % is scaled to controls: 0 for no effect and ±100 for the full control effect
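A549 ARE_Fluc cells in 5% FBS OPTI-MEM were exposed to compounds in concentration-response for 18-24 h at 37 deg C. Viability was read by CellTiter-Fluor fluorescence (Ex 405/Em 525) after 30 min, before the luciferase read.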
Nrf2 ARE act: qHTS of Nrf2 Activators; AREc32 ARE-luciferase reporter (MCF7-derived line), luminescence, 24 h; Potency, µM (top dose mostly 46.1 µM), inactives show at the highest dose activation, hits mostly activators; 410,000 tested, 0.31% active; also: potency is read from the fitted curve at half-maximal effect; % of control where 0% means no effect; nearly all actives have a fitted effect of over 65% in size
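Each well held 1000 AREc32 cells, which were incubated with compound for 24 hr at 37 deg C after overnight attachment, and ARE reporter activity was quantified by firefly luciferase luminescence.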
Nrf2 inh: Nrf2 qHTS screen for inhibitors; A549 ARE-Fluc reporter, luciferase luminescence, 18-24 h; Potency, µM (titrated, usually from 46 µM), inactives show at the top dose activity change, negative = inhibition, hits mostly inhibitors; 360,000 tested, 2.1% active; also: potency is read from the fitted curve at half-maximal effect; % is scaled to controls: 0 for no effect and ±100 for the full control effect; nearly all actives have a fitted effect of over 60% in size
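Cells were seeded and rested 2 h, then exposed to compounds for 18-24 h. CellTiter-Fluor was read first as a viability measure. BugLite was added 15 min before the final luminescent read of ARE-luciferase activity in A549 cells.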
S2 tox: Viability Counterscreen for Primary qHTS for Inhibitors of ATXN expression; AID 651635, 2014; Potency, µM (titrated, usually from 56.7 µM), actives largely listed as cytotoxic; S2 cells (HEK-293 line with an ATXN2-luciferase reporter) viability, CellTiter-Fluor protease fluorescence, 24 h; 400,000 tested, 0.49% active; also: potency is read from the fitted curve at half-maximal effect; nearly all actives have a fitted effect of over 40% in size
MCF10A rereplic: A quantitative high throughput screen for small molecules that induce DNA re-replication in MCF 10a normal breast cells; MCF 10A DNA re-replication, Hoechst nuclear intensity, 48 h; Potency, µM (doses to about 46.1 µM), without a hit: at the highest dose activity, positive = re-replication, most hits filed as activators; 350,000 tested, 2.9% active; AID 624296, 2012; also: potency is read from the fitted curve at half-maximal effect; % of control where 0% means no effect; nearly all actives have a fitted effect of over 50% in size
ATXN2 expr inh: Primary qHTS for Inhibitors of ATXN expression. HEK-293 ATXN2-luciferase reporter, luminescence, 24 h. Potency, µM (highest dose often 57 µM), for inactives: at the highest dose activity change, negative = inhibition, usual class: inhibitors. 360,000 tested, 0.72% active; also: potency is read from the fitted curve at half-maximal effect; % is scaled to controls: 0 for no effect and ±100 for the full control effect; nearly all actives have a fitted effect of over 55% in size
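ATXN2-luciferase reporter cells (luciferase flanked by upstream and downstream ATXN2 gene portions) were treated 24 h at 37 °C with compounds at up to 57 uM. SteadyGlo luminescence gave expression; GF-AFC fluorescence gave viability.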
HepG2 tox: qHTS for Inhibitors of TGF-b: Cytotox Counterscreen; HepG2 CAGA-GFP viability, ATP luminescence, 18 h; Potency, µM (series often up to 46.1 µM), for inactives: at the highest dose activity change, negative = cytotoxicity, hits mostly cytotoxic; 410,000 tested, 0.76% active; AID 588856, 2011; also: potency is read from the fitted curve at half-maximal effect; some results filed as inactive show a strong effect at the top dose
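HepG2 CAGA-GFP cells (1000/well, DMEM with 1% FBS) received compound, then TGF-beta at 500 pg/mL final, and were incubated 18 hours at 37 degrees C. Viability was read by CellTiter-Glo luminescence. Media-only wells were set as complete cell-killing and DMSO as no toxicity.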
* = called active by the depositor; i = inactive; ? = inconclusive; . = no result given; [ ] = remark or other dose. Unless noted, calls follow the shape of the dose curve; as a rule, active = well fitted curve in the direction sought with a large enough effect; inconclusive = small, poorly fitted or top-dose-only effect, or another doubt; inactive = no such curve, though single readings can be large; an effect the other way counts as inactive or inconclusive.

SMILES	TGFb SMAD3 inh	IL1B secr inh	A549 tox	Nrf2 ARE act	Nrf2 inh	S2 tox	MCF10A rereplic	ATXN2 expr inh	HepG2 tox
O=C(c1cccc(Cl)c1Cl)N(Cc1ccco1)Cc1cccs1	?	.	-5.1%	.	-7.3%	.	.	.	-27.7%
CCOC(=O)c1sc(=S)n(Cc2ccccc2)c1N	10.6%	-9.6	5.0%	9.3%	6.9%	i	1.0%	0.3%	-37.3%
O=C1C[C@H](NC(=O)OCc2ccccc2)CO1	-13.3%	5.1	-0.2%	0.2%	10.9%	i	-1.3%	.	-10.8%
CCOC(=O)N1CCc2c(sc3ncn(Cc4ccc(F)cc4)c(=O)c23)C1	7.1%	0.0	-29.7%	2.7%	?	i	6.0%	-24.6%	12.9%
CCc1nc2ccc(C(=O)NCCCN3CCN(c4ccc(F)cc4)CC3)cc2nc1CC	-12.4%	2.2	?	3.8%	?	i	?	-14.5%	-18.4%
Cc1ccc(S(=O)(=O)Nc2ccc3cn[nH]c3c2)c(C)c1	-14.9%	42.1	-1.0%	3.9%	-18.7%	i	15.6%	-9.3%	-20.6%
O=C(NCc1ccc(Cl)cc1)c1ccc2c(=O)n(CC3CCCO3)c(=S)[nH]c2c1 (stereo unspecified)	5.4%	15.1	6.9%	-0.1%	0.6%	i	-5.0%	-17.0%	4.0%
CCOc1ccc(CCNC(=O)c2ccc(S(=O)(=O)N3CCCC3)cc2)cc1OCC	-0.3%	35.9	1.5%	-0.1%	-6.8%	i	-3.0%	-1.8%	-11.8%
Cc1ccc(C(C(=O)NC2CCCC2)N(Cc2ccc(F)cc2)C(=O)c2snc(C(N)=O)c2N)o1 (stereo unspecified)	3.6%	-20.6	-9.3%	3.5%	?	?	?	-19.1%	2.3%
COC(=O)c1ccccc1NC(=O)Cn1c(CCC(=O)O)ccc1-c1ccc(C)cc1	1.7%	.	-14.2%	4.3%	-29.2%	i	.	6.8%	-23.6%
Cc1cc2c3c([nH]c2cc1S(=O)(=O)N1CCC2(CC1)OCCO2)CCCC3=O	?	10.1	0.0%	-0.3%	-7.3%	i	-0.1%	-16.0%	-7.6%
Cc1nc(C)n(CC(=O)N2CCCC(C(=O)c3ccc(Cl)cc3C)C2)n1 (stereo unspecified)	-2.1%	5.1	?	-0.6%	-5.6%	i	-2.2%	.	3.6%
Cn1c2c(c(=O)n(C)c1=O)C(NS(=O)(=O)c1ccc(Cl)cc1)(C(F)(F)F)C(=O)N2 (stereo unspecified)	-6.8%	9.4	-9.4%	-0.2%	-2.2%	i	0.6%	-0.6%	13.5%
CCOC(=O)c1c(NC(=O)CSc2nnc(CNc3ccc(F)cc3)o2)sc(C(C)=O)c1C	-2.6%	-2.3	-3.5%	3.7%	10.4%	i	1.4%	-2.0%	-17.7%
COc1ccc(S(=O)(=O)CCC(=O)NCc2ccc(C)o2)cc1	2.5%	3.4	-4.0%	0.5%	12.7%	i	3.5%	1.2%	-19.3%
CC[C@]12c3[nH]c4cc(-c5ccco5)ccc4c3CCN1C(=O)[C@@H](CC(=O)NC/C=C(\C)CCC=C(C)C)C[C@@H]2C(=O)N1CCN(C(=O)c2ccco2)CC1	10µM*	?	-27.2%	5.4%	?	i	?	?	-20.4%
O=C(N/N=C\c1ccc(Cl)s1)c1cccs1	-5.7%	-22.2	-9.8%	?	-24.7%	i	-3.0%	15.3%	-37.6%
O=C(O)CCCC(=O)Nc1ccccc1Oc1ccccc1	-15.2%	.	-10.6%	-0.4%	-17.3%	i	1.1%	4.6%	-8.3%
CCN1CCc2c(sc(NC(=O)c3ccc(S(=O)(=O)N4CC(C)OC(C)C4)cc3)c2C(N)=O)C1 (stereo unspecified)	-4.5%	8.1	-0.6%	2.0%	19.9%	i	8.3%	-25.1%	13.6%
Cc1cc(NC(=O)CC2(CC(=O)O)CCCC2)n(C)n1	15.5%	13.7	-12.5%	-0.3%	-8.5%	i	-5.2%	0.9%	-9.5%
CCc1ccc(CN2C(=O)CCC2(C)C(=O)NC2CCCC2)cc1 (stereo unspecified)	-18.3%	12.8	-1.6%	0.0%	3.3%	i	-8.6%	-3.2%	-24.6%
CC(C)=CCN1CCN(Cc2ccc(Sc3nncn3C)o2)CC1CCO (stereo unspecified)	-15.7%	-4.0	7.8%	0.0%	-2.4%	i	12.2%	-29.6%	-22.9%
CCCCOC(=O)c1ccc(Nc2ncnc3nc[nH]c23)cc1	-3.7%	13.1	2.6%	0.3%	0.5%	i	-12.3%	6.1%	0.4%
O=C1CCCN2N=C(SCC(=O)Nc3cccc(C(F)(F)F)c3)SC2=N1	-18.4%	28.6	-0.2%	6.2%	16.4µM*	i	10.2%	?	-5.6%
Cc1ccccc1CN(C)C(=O)c1ccc2ccccc2n1	-18.5%	8.4	0.5%	0.3%	4.7%	i	-1.7%	9.1%	-5.6%
Next compounds.
SMILES	TGFb SMAD3 inh	IL1B secr inh	A549 tox	Nrf2 ARE act	Nrf2 inh	S2 tox	MCF10A rereplic	ATXN2 expr inh	HepG2 tox
Cc1c(Cl)c([N+](=O)[O-])nn1CCCC(=O)N1CCN(c2ccccc2)CC1	-1.0%	-6.6	-4.1%	-0.4%	-0.1%	i	-0.2%	-15.5%	-11.1%
N#CC1(Cc2ccccc2Cl)c2ccccc2C=CN1C(=O)c1ccccc1 (stereo unspecified)	7.9%	-0.7	0.4%	3.4%	?	?	11.0%	?	7.4%
O=C(CCOc1ccccc1)N(Cc1cccnc1)c1nc2ccc(Cl)cc2s1	?	.	14.3%	0.2%	.	.	.	.	-23.5%
O=C(CN1CCN(S(=O)(=O)N2CCCCC2)CC1)Nc1ccc(Cl)c(Cl)c1	?	-76.7*	-1.2%	5.2%	?	i	?	-24.6%	-32.8%
COc1ccc(NC(=S)Nc2ccccc2SC)c(OC)c1	0.9%	24.2	-1.9%	5.0%	-11.1%	i	0.6%	15.2%	-4.2%
Cc1ccc(C)c(N2CCN(C(=O)C34CC5CC(C3)CC(n3nnc(C)n3)(C5)C4)CC2)c1	?	?	-4.2%	-0.2%	?	i	?	?	2.6%
O=C(Cc1ccccc1)N1CCN=C1SCc1ccc([N+](=O)[O-])cc1	-6.1%	-54.6*	1.7%	0.3%	-14.7%	?	-5.1%	24.1%	-1.6%
CCn1c(/C=C/c2ccc(O)c(O)c2)nc2ccccc2c1=O	?	-18.6	-5.9%	8.8%	13.3%	i	?	.	-35.7%
CCN(CC)CCCN1CC(O)=C(c2nc3ccccc3s2)C1=N	31.3%[activator]	-28.5	17.1%	-0.3%	-3.7%	i	-1.1%	-23.9%	-17.9%
CCc1nc2c(sc3nc4c(cc32)COC(C)(C)C4)c(=O)n1Cc1ccco1	0.0%	0.0	-4.2%	?	.	i	2.6%	6.9%	-0.8%
COCCn1c(SCC(=O)c2[nH]c(C)c(C(C)=O)c2C)nc2ccccc2c1=O	4.3%	-5.3	-15.1%	-0.1%	?	i	?	.	-0.5%
CCOC(=O)C1(Cc2ccccc2C)CCCN(C(=O)CCc2c(C)noc2C)C1 (stereo unspecified)	-15.5%	19.5	0.5%	0.0%	14.5%	i	0.4%	-0.3%	-9.7%
N#CCC(=O)Nc1ccc(C(=O)NNC(=S)NC2CCCCC2)cc1	0.6%	8.5	0.7%	-0.2%	-3.1%	i	0.7%	6.8%	10.8%
Cc1ccc(/C=C/C(=O)OCC(=O)N(C)c2c(N)n(Cc3ccccc3)c(=O)[nH]c2=O)o1	2.4%	10.0	.	17.3%	.	?	.	.	-16.5%
Cc1ccc(N2C3=C(C(=O)CC(C)(C)C3)C(c3cn(C)nc3C)C3=C2CC(C)(C)CC3=O)cc1	?	-25.4	-15.8%	19.8%	-27.0%	i	?	3.5%	-34.6%
CCOC(=O)c1c(C)[nH]c(C)c1C(=O)COC(=O)c1ccc([N+](=O)[O-])s1	?	28.9	-23.5%	1.9%	?	.	0.0%	.	-55.9%
COc1ccc(OCC(=O)N/N=C(\CCC(=O)O)c2cccs2)cc1	-1.1%	-19.4	5.1%	0.4%	?	i	?	-5.1%	-20.1%
Cc1nn(CCC(=O)N2CCN(c3ccccc3)CC2)c(C)c1S(=O)(=O)N1CCCC1	-12.3%	.	5.9%	-0.7%	.	i	.	-7.5%	-1.3%
COc1ccc(CNc2ccc3c(c2)nc(C)n3C)cc1	5.8%	2.6	10.3%	-1.5%	.	i	28.6%	-15.9%	9.1%
COc1ccccc1N(C)S(=O)(=O)c1ccc(C(=O)NCc2ccc3c(c2)OCO3)cc1	0.9%	0.7	5.5%	2.8%	-20.2%	i	-50.7%[inhibitor]	-36.4%	0.0%
N#C/C(=C\C=C\c1ccccc1)c1nc(-c2ccc3c(c2)OCO3)cs1	-5.3%	11.2	2.6%	-0.3%	13.5%	i	12.0%	-1.3%	-8.2%
CC(C)Oc1ccc(N2CC(C(=O)Nc3ccccn3)CC2=O)cc1 (stereo unspecified)	-8.7%	-19.9	15.4%	0.1%	10.5%	i	-2.9%	.	-9.2%
C=CCNC(=O)c1ccc(OC)cc1	2.5%	?	1.9%	0.7%	-0.2%	i	-15.2%	.	0.1%
Clc1ccc(-c2nnc3sc(-c4ccc(Br)o4)nn23)c(Cl)c1	-19.4%	5.5	-19.6%	0.2%	?	i	9.2µM*	2.1%	-23.5%
CCc1ccccc1N(C)S(=O)(=O)c1ccc2c(c1)C(C)(C)C(=O)N2C	6.4%	.	19.3%	2.6%	?	i	.	3.1%	-19.1%
Clc1ccc(C2[C@H]3CN(Cc4cccnc4)[C@H](c4ccccc4)C34CC2(c2cccnc2)C4)cn1 (stereo partly specified)	?	2.0	3.8%	5.2%	5.3%	i	-0.9%	-34.1%	-27.1%
CC(C)c1ccc(NC(=O)CC2NCCNC2=O)cc1 (stereo unspecified)	-13.3%	.	-1.6%	0.0%	?	i	.	25.2%	0.1%
